Vif-A3G inh = qHTS for Inhibitors of Vif-A3G Interactions: qHTS | Potency, µM (titrated, usually from 46.1 µM), inactives show at the top dose activity, negative = active, actives largely listed as inhibitors | HeLa A3G-eYFP + Vif (tagged APOBEC3G with the HIV-1 protein that degrades it), YFP fluorescence, overnight | DNA dC->dU-editing enzyme APOBEC-3G (Homo sapiens), Q9HC16 | AID 602310, 2012 | 0.076% of 410,000 active;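 also: potency is read from the fitted curve at half-maximal effect; % is scaled to controls: 0 for no effect and ±100 for the full control effect; nearly all actives have a fitted effect of over 60% in size; hits raise eYFP signal because A3G escapes Vif-driven loss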
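Read-out is eYFP fluorescence (Ex 488/Em 500-530) from Vif-expressing HeLa A3G-eYFP cells; more signal means A3G escaped Vif-mediated degradation. Cells plated overnight, compound pinned in, incubated overnight at 37 deg C.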
RXFP1 agonist = qHTS Assay for Agonists of the Relaxin Receptor RXFP1. Relaxin receptor 1 (Homo sapiens), Q9HBX9. HEK293T-RXFP1 cAMP TR-FRET, 30 min; response scale: percent of porcine relaxin response, buffer zero. Potency, µM (highest dose often 57.5 µM), inactives show at the top dose activation, hits mostly activators. 0.3% of 370,000 active; also: potency is read from the fitted curve at half-maximal effect; % is scaled to controls: 0 for no effect and ±100 for the full control effect; nearly all actives have a fitted effect of over 60% in size; many of its hits are not listed in these tables
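cAMP rise read by TR-FRET after 30 min, 37C compound exposure (up to 58 uM) in RXFP1-transfected HEK293 cells with Ro 20174 present. EC50 from Hill-equation fits, with 29 nM porcine relaxin as 100% and buffer as basal.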
D2 PAM = HTS Assay for Positive Allosteric Modulators of the Human D2 Dopamine Receptor: Primary Screen for Potentiators | 0.34% of 340,000 active | D(2) dopamine receptor (Homo sapiens), P14416 | AID 485347, 2010 | HEK293 T-REx D2, calcium flux, EC20 dopamine potentiation | potentiation, % at 10 µM;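 active = potentiation over 3 SD above the plate norm, cut at about 30% in these data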; also: 0% is about no effect
Target sequence (P14416 whole entry, looked up): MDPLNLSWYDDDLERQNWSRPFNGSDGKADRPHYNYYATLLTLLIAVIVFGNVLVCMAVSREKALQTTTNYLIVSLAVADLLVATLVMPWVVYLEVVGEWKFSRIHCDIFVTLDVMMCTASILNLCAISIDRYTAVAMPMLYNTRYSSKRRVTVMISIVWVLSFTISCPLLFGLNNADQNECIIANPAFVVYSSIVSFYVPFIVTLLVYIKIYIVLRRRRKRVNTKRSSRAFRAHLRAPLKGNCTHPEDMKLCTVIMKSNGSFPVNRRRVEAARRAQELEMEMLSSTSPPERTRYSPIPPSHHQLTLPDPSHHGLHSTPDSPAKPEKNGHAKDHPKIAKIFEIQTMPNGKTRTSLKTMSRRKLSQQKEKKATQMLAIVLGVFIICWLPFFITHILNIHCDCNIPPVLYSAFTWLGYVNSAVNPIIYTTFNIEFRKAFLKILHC
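Primary screen. Calcium kinetics in induced HEK293 T-REx D2 cells: compound pre-addition 180 s, EC20 dopamine, 180 s more.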
D1 ag = Allosteric Agonists of the Human D1 Dopamine Receptor: qHTS; D(1A) dopamine receptor (Homo sapiens), P21728; HEK293 T-REx D1 cells, calcium flux, agonist mode; activation, % at 2 µM; 1% of 360,000 active; in the data active = activation above about 30%; also: 0% is about no effect
Target sequence (P21728 whole entry, looked up): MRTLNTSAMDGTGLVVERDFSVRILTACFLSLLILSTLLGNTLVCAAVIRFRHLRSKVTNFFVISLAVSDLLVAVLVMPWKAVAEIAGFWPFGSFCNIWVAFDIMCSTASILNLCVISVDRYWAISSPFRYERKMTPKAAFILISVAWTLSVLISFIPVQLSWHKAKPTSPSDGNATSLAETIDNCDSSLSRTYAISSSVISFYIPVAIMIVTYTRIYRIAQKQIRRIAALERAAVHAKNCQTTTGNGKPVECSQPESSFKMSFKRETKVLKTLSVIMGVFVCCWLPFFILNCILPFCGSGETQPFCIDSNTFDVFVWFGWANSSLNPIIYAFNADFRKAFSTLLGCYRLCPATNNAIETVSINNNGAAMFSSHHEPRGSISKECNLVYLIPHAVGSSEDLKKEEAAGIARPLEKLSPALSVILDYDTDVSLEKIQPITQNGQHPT
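Inducible HEK293 T-REx D1 cells, force-coupled to calcium signalling, were plated at 4000 cells/well with tetracycline and held overnight at 30 C. After no-wash calcium dye loading, compound-evoked calcium rise over 180 s flagged agonists.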
LDHA block = qHTS assay for inhibitors of human lactate dehydrogenase | L-lactate dehydrogenase A chain (Homo sapiens), P00338 | purified LDHA, NADH/diaphorase-resazurin fluorescence; hits give low values | activity change, % (values are at about 110 or 230 µM) | 0.15% of 480,000 active | AID 1347041, 2019; in the data active = activity change below about -30%;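 also: plate controls were DMSO wells for no effect and wells without enzyme for full effect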
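Human LDH5 (2 nM) was incubated with 0.06 mM NADH and 0.2 mM pyruvate for 5 min at room temperature in Tris pH 7.4. Remaining NADH was coupled through diaphorase/resazurin, and resorufin fluorescence was read at 0 and 20 min.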
D1 antagonist = Antagonist of Human D 1 Dopamine Receptor: qHTS; D(1A) dopamine receptor (Homo sapiens), P21728; HEK293 TREx D1 cells, calcium flux, dopamine EC80; hits give low values; activity change, negative = inhibition, % at 10 µM; 3.2% of 360,000 active; AID 504652, 2011; in the data active = activity change below about -30%; also: % is scaled to controls: 0 for no effect and ±100 for the full control effect
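Allosteric or orthosteric antagonism assessed as attenuation of the calcium response to EC80 dopamine, added 180 s after compound, in induced HEK293 Trex D1 cells loaded with no-wash calcium dye.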
Glioma ERSR ind = qHTS for Inducers of the Endoplasmic Reticulum Stress Response (ERSR) in Human Glioma: qHTS | 0.02% of 420,000 active | Potency, µM, without a hit: at the highest dose activation, usual class: activators | AID 602332, 2012 | U87-MG GRP78 promoter luciferase reporter, 16 h; also: potency is read from the fitted curve at half-maximal effect; series mostly up to about 76 µM; % of control where 0% means no effect; nearly all actives have a fitted effect of over 35% in size
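Stably transfected U87-MG human glioma cells carrying a GRP78-based luminescent sensor were seeded at 1000 cells/well, pin-dosed with compounds and incubated 16 h. Luciferase reagent was then added, and end-point luminescence was read after 10 min at room temperature.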
Vif-APOBEC3F blk = qHTS for Inhibitors of Vif-A3F Interactions: qHTS | Potency, µM (doses to about 46.1 µM), for the others: at the highest dose activity, negative = active | HeLa A3F-eYFP + Vif (tagged APOBEC3F with the HIV-1 protein that degrades it), YFP fluorescence increase | 0.2% of 390,000 active; also: potency is read from the fitted curve at half-maximal effect; % of control where 0% means no effect; nearly all actives have a fitted effect of over 65% in size
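Fluorescence increase (Ex 488/Em 500-530) after overnight compound treatment at 37 deg C flags inhibition of Vif-driven A3F-eYFP loss in stable HeLa A3F-eYFP/Vif cells seeded overnight beforehand.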
D1 potentiator = Potentiators of Human D1 Dopamine Receptor: qHTS; HEK293 TREx D1 cells, calcium flux, dopamine EC20 potentiation; potentiation, % at 10 µM; 0.036% of 360,000 active; AID 504651, 2011; D(1A) dopamine receptor (Homo sapiens), P21728; in the data active = potentiation above about 30%; also: 0% is about no effect
An asterisk follows results filed as active; . = no result given; & = joins results of further samples. Unless noted, calls follow the shape of the dose curve; as a rule, active = well fitted curve in the direction sought with a large enough effect; inconclusive = small, poorly fitted or top-dose-only effect, or another doubt; inactive = no such curve, though single readings can be large; an effect the other way counts as inactive or inconclusive.

SMILES	Vif-A3G inh	RXFP1 agonist	D2 PAM	D1 ag	LDHA block	D1 antagonist	Glioma ERSR ind	Vif-APOBEC3F blk	D1 potentiator
CC(C)C[C@@H](CNCC(=O)[C@H](C)NC(=O)c1[nH]cnc1C(=O)N[C@@H](C)CN)NC(=O)c1nc[nH]c1C(=O)N[C@@H](CO)C(=O)O	-2%	.	.	.	2	.	-1%	-2%	.
CCOC(=O)C1=C(C)NC(SCc2cc(=O)[nH][nH]2)=C(C#N)C1c1cccs1 (centres undefined)	-26%	2.4%	8	8	-4	-15	-6%	-4%	-1
O=C(C1CC1)N1CCN(c2ccc(O)cc2)CC1	-1%	-2.1%	-2	2	21	12	-4%	1%	-1
CCOC(=O)CSc1cc(CS(C)(=O)=O)nc(-c2ccccn2)n1	-5%	-0.4%	2	1	-7	13	-3%	0%	-1
Cc1cc(C)nc(NC(=NCCc2c[nH]c3ccccc23)NC(=O)Nc2ccc(Cl)c(Cl)c2)n1	2%	2.4%	-20	1	-5	0	-5%	-2%	-7
O=C(CN(Cc1ccccc1)S(=O)(=O)c1ccc(F)cc1)NCc1ccccn1	0%	0.8%	2	0	-10	6	-1%	2%	-1
CC(C(=O)Nc1ccccc1)C(=O)Nc1ccccc1	-1%	-1.0%	-13	3	2	11	-1%	-2%	-1
O=C(Nc1ccccc1)c1nc[nH]c1C(=O)O	7%	0.8%	5	0	-4	7	-3%	4%	2
CC(=O)c1cccc(NC(=O)C2CCN(C(=O)c3cnn(-c4ccccc4)c3-n3cccc3)CC2)c1	4%	-7.2%	5	3	1	5	-1%	-2%	-1
O=C(NCc1nnnn1-c1ccc(Cl)cc1)C1CC(=O)N(c2ccc(F)cc2)C1 (centres undefined)	0%	.	.	.	-3	.	-4%	-4%	.
CCn1c(=O)c(C(=O)Nc2ncccc2O)c(O)c2ccccc21	-3%	3.6%	7	1	-1	-9	-3%	2%	16
CCc1ccc(C2C3=C(CCCC3=O)OC3=C2C(=O)CCC3)cc1	0%	3.0%	1	-1	-15	12	-3%	-7%	-2
O=C(Nc1ccccc1N1CCCCC1)c1cc(S(=O)(=O)N2CCOCC2)ccc1F	-7%	-0.4%	5	7	-4	-2	-5%	-5%	-4
CCc1ccc(S(=O)(=O)Nc2ccc3oc(C)c(C(=O)OCCOC)c3c2)cc1	-2%	6.4%	3	22	10	-43*	-2%	-13%	1
O=C(Nc1ccc(S(=O)(=O)N2CCCCC2)cc1)C1CC(=O)N(c2ccccc2)C1 (centres undefined)	0%	-2.3%	1	3	-7	2	-3%	-24%	0
Cc1cc(C)cc(NC(=O)CSc2oc(-c3cccs3)nc2S(=O)(=O)c2ccc(Br)cc2)c1	-4%	-1.5%	13	-1	-1	3	-4%	-6%	0
CCOc1ccc(OCC)c(NC(=O)CSc2nc3c(c(=O)n(C)c(=O)n3C)n2CC)c1	-1%	7.8%	-4	2	-4	27	-3%	5%	-4
COC(C/C=C\[C@@H](O)[C@H](C)OCc1ccccc1)OC	1%	.	.	.	-6	.	-1%	3%	.
COc1ccc(-c2noc(N3CCC(C(=O)N4CCN(c5ccccc5F)CC4)CC3)n2)cc1	1%	0.5%	-10	0	-1	-3	-2%	0%	2
O=C(NCc1cccnc1)c1cccc(S(=O)(=O)Nc2ccc(F)cc2)c1	2%	0.4%	-2	4	-2	-1	-5%	4%	3
COc1cc(OC)cc(C(=O)NCc2cccnc2)c1	2%	-0.7%	30*	0	-9	9	-2%	7%	-1
NC(=O)CC(NC(=O)c1ccccc1)c1ccc(NCCN2CCOCC2)c([N+](=O)[O-])c1 (centres undefined)	3%	1.4%	-5	1	-4	-8	1%	1%	-1
CCNC(=O)COC(=O)c1ccc(-c2nc3ccccc3s2)s1	5%	0.1%	-2	1	-4	-14	-4%	2%	1
O=C(COC(=O)CNC(=O)c1ccco1)Nc1ccc(F)cc1	0%	0.9%	4	2	-7	10	1%	7%	-3
COc1ccc(-c2cc(=O)c3c(OC)c(OC)c(OC)c(OC)c3o2)cc1OC	-4%	6.1%&5.9%	4&2	1&-5	0	3&-10	2%&-1%	3%	-3&0
(more compounds)
SMILES	Vif-A3G inh	RXFP1 agonist	D2 PAM	D1 ag	LDHA block	D1 antagonist	Glioma ERSR ind	Vif-APOBEC3F blk	D1 potentiator
N#C/C(=C\c1ccc[nH]1)C(=O)Nc1ccccc1F	4%	-0.5%	-4	0	-18	-31*	15%	3%	-5
CC(=O)Nc1ccc(C(=O)OCC(=O)N(Cc2ccccc2)C(C)(C)C)cc1	0%	-1.1%	-2	1	-2	-29	-5%	2%	-3
COc1cc2c(cc1NC(=O)c1cccc(S(=O)(=O)N(C)C)c1)oc1ccccc12	1%	-0.1%	4	3	-4	-2	5%	9%	-4
O=C(Nc1ccccc1F)Oc1cccc(OC(=O)Nc2ccccc2F)c1	0%	3.9%	8	1	0	-19	-3%	6%	0
COc1ccc(C2=NOC(Cn3nc(C(=O)NCc4ccccc4OC)cc3-c3ccccc3)C2)cc1 (centres undefined)	0%	1.0%	-7	7	-4	-20	0%	1%	-4
Cc1ccccc1CCNC(=O)C1CCN(S(=O)(=O)c2ccc(-n3cnnn3)cc2)CC1	2%	-2.7%	7	1	-9	-17	3%	0%	-8
CCOC(=O)N1CCN(c2ccc(C(=O)c3cccc(F)c3)cc2)CC1	0%	2.0%	6	7	6	-19	0%	-1%	-3
CS(=O)(=O)N1CCCC(C(=O)NCCCN2CCOCC2)C1 (centres undefined)	-1%	1.8%	2	4	-2	-5	-3%	-1%	-3
COc1ccc(CCN=c2c([N+](=O)[O-])nn(-c3cccc(C)c3)n2O)cc1OC	-7%	3.6%	-6	0	0	-17	-3%	0%	3
CN(C)S(=O)(=O)c1ccc(C(=O)OCC(=O)c2ccc(OC(F)F)cc2OC(F)F)cc1	0%	4.3%	-2	13	0	-4	-4%	4%	-5
C=CCCN(C(CC(C)C)C(=O)OC)S(=O)(=O)c1cc(Br)ccc1Br (centres undefined)	-1%&3%	-0.7%	3	4	2	-12	-3%&-5%	-1%	-9
COc1ccc(-c2ccc(CCC(=O)O)n2Cc2ccco2)cc1	0%	-0.5%	1	0	-2	2	-1%	-1%	-6
COC(=O)c1sccc1S(=O)(=O)N(CC(=O)NCc1ccc(F)cc1)c1ccc(Cl)cc1	1%	0.1%	-16	2	-5	-14	-3%	-3%	0
O=c1c(-c2ccccc2Cl)c[nH]n1-c1ccccc1	0%	-1.3%	9	2	-7	8	-3%	11%	2
O=C1/C(=C/c2ccc(N3CCCC3)cc2)NC(=S)N1C1CC1	5.6µM*	-2.0%	-12	205*	4	-6	3%	11µM*	3
CNS(=O)(=O)c1cc(-c2nnc(N3CCOCC3)c3ccccc23)ccc1C	-6%	.	.	.	1	.	-3%	-4%	.
O=C(CN(Cc1ccc(F)cc1)C(=O)CNS(=O)(=O)c1ccccc1)NCc1ccco1	0%	0.3%	2	3	-2	-5	-5%	-9%	-4
S=C(NCC(c1cccnc1)N1CCOCC1)NC1CCCCC1 (centres undefined)	-3%	0.1%	-14	0	-10	14	-4%	-14%	1
Cc1nc2sc(C(c3ccco3)N3CCC(C)CC3)c(O)n2n1 (centres undefined)	2%	0.0%	.	1	1	-7	-4%	0%	2
O=C1CCCc2sc3c(c2N1)CCCCC3	-4%	0.1%	8	1	2	-7	-4%	-2%	-6
CCOc1ccccc1NC(=O)C(CC)n1c(C(=O)OC)cc2occc21 (centres undefined)	-1%	4.4%	-5	3	4	-6	-3%	-5%	1
CCCN(CCC)CCCNC(=O)c1cc2c(=O)n(C)c3ccccc3c2s1	2%	7.0%	4	3	3	-1	-3%	1%	-2
COC(=O)c1c(C(=O)OC)c(-c2ccc(F)cc2)n2c1CS(=O)C2 (centres undefined)	0%	2.2%	-2	2	-6	-10	-1%	4%	3
CCC(O)c1cc2c(cc1NC(=O)c1cccs1)OCCO2 (centres undefined)	2%	3.1%	-3	1	-1	-6	0%	0%	-2
CCC(=O)c1c[nH]c(C(=O)NCC2CCCO2)c1 (centres undefined)	2%	-0.4%	-2	0	-5	1	1%	-9%	-2
COc1ccccc1NC(=O)NNC(=O)c1ccc2ccccc2c1	0%	-3.6%	.	2	-4	12	2%	1%	-1
CCn1nc(CC(C)C)cc1C(=O)N1CCCC(Nc2ccc(OC)cc2)C1 (centres undefined)	2%	0.7%	-9	-1	-1	1	-7%	-2%	-1
Cc1cc(C)n(CC(=O)n2c3ccccc3c3ccccc32)n1	0%	1.3%	0	0	-5	-5	-7%	8%	2
COc1ccc(C2=NS(=O)(=O)N(C)C(C(=O)Nc3ccc(C)cc3)=C2)cc1	1%	1.9%	-23	13	-3	-10	-4%	-10%	-6
COc1cc(OC)cc(C(=O)NCC(=O)OC2CCCCC2=O)c1 (centres undefined)	2%	0.0%	5	1	-6	2	2%	4%	-1

Compound profiles, as listed above:
CC(C(=O)Nc1ccccc1)C(=O)Nc1ccccc1 in the list: Vif-A3G inh: -1%; RXFP1 agonist: -1.0%; D2 PAM: -13; D1 ag: 3; LDHA block: 2; D1 antagonist: 11; Glioma ERSR ind: -1%; Vif-APOBEC3F blk: -2%; D1 potentiator: -1
CCn1nc(CC(C)C)cc1C(=O)N1CCCC(Nc2ccc(OC)cc2)C1 (centres undefined) in the list: Vif-A3G inh: 2%; RXFP1 agonist: 0.7%; D2 PAM: -9; D1 ag: -1; LDHA block: -1; D1 antagonist: 1; Glioma ERSR ind: -7%; Vif-APOBEC3F blk: -2%; D1 potentiator: -1

Only Vif-APOBEC3F blk (2 entries from above):
molecule | Vif-APOBEC3F blk
COC(=O)c1sccc1S(=O)(=O)N(CC(=O)NCc1ccc(F)cc1)c1ccc(Cl)cc1 | -3%
O=c1c(-c2ccccc2Cl)c[nH]n1-c1ccccc1 | 11%

Assay outcomes from PubChem.

Only part of the results is shown (hit frequency here may not be typical).
